ALOX15 inhib = inhibitors of human 15-lipoxygenase (ALOX15); P16050; purified 15hLO-1, xylenol orange hydroperoxide absorbance; Potency, µM (titrated, usually from 57.1 µM), inactives show at the top dose activity change, negative = inhibition, hits mostly inhibitors; actives 1.4% (n = 74,000); AID 887; note: potency is the fitted concentration of half-maximal effect; % is set by controls: 0 for no effect and ±100 for the full control effect; nearly all actives have a fitted effect of over 55% in size
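Quantitative HTS in 25 mM Hepes pH 7.5 containing 0.01% Triton X-100: human 15hLO-1 at 40 nM, arachidonic acid at 50 uM, 6 min turnover. Product quantified via ferrous oxidation/xylenol orange, 573:405 nm absorbance ratio.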
Pol III holo inh = DNA polymerase III holoenzyme inhibition; actives 0.25% (n = 71,000); reconstituted DNA polymerase III holoenzyme replication, biochemical; Potency, µM (titrated, usually from 57.1 µM), for inactives: top-dose activity change, negative = inhibition; AID 603; note: potency is the fitted concentration of half-maximal effect; % is set by controls: 0 for no effect and ±100 for the full control effect
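Reconstituted *E. coli* holoenzyme (0.35 nM Pol III, 1 nM beta, 154 nM SSB, 2 nM primase) was preincubated with compound for 15 min at RT. Synthesis on 1.4 nM ssM13Gori ran 35 min, then was stopped with PicoGreen/EDTA and read as dsDNA fluorescence.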
Epigenetic mod = derepresses silenced GFP locus in mouse C127i cells; mouse C127i GFP locus derepression, cytometry, 30 h; Potency, µM (highest dose often 46.1 µM), inactives show at the highest dose GFP derepression (activation); actives 0.09% (n = 68,000); AID 597; note: % of control where 0% means no effect
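Murine C127i mammary cells carrying a silenced, stably integrated CMV-driven GFP reporter were treated with compound for 30 hours at 37 C. After PBS washes, GFP-positive cells were counted by laser-scanning microplate cytometry.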
HBB splice mod = hemoglobin beta splicing modulation | actives 0.06% (n = 65,000) | AID 925 | Potency, µM (doses to about 46.1 µM), for inactives: at the highest dose activation, most hits filed as activators | HBB splicing reporter cell assay, activation; EGFP reporter with mutant IVS2-654 intron; response scale: normalised to 500 nM splice-correcting PNA; note: potency is the fitted concentration of half-maximal effect; 0% is about no effect
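Compounds were applied for 2 days to HeLa EGFP-654 cells, 500/well in Optimem with 2% FCS. The reporter's EGFP is disrupted by mis-splicing of beta-globin intron IVS2-654. Readout: summed well GFP fluorescence from 488 nm laser scanning; reference was 500 nM antisense […] 654 PNA.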
HADH2 inh = inhibitors of human HADH2 dehydrogenase; Q99714; recombinant HADH2, NADH fluorescence, beta-hydroxybutyryl-CoA; Potency, µM (doses to about 57.1 µM), for the others: top-dose activity change, negative = inhibition, most hits filed as inhibitors; actives 3.4% (n = 73,000); AID 886; note: potency is the fitted concentration of half-maximal effect; % is set by controls: 0 for no effect and ±100 for the full control effect; nearly all actives have a fitted effect of over 60% in size; many of its hits are not listed in these tables
Target sequence (Q99714 whole entry, looked up, one chain of several): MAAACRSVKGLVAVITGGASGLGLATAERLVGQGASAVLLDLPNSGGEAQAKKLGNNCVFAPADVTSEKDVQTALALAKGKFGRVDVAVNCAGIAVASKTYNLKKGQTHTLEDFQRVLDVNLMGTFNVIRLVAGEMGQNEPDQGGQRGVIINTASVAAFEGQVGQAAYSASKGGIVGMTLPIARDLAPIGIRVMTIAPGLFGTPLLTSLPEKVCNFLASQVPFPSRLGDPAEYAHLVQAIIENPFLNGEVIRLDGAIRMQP
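20 nM HADH2 + cpd, 15 min RT; add 1 mM NAD+/90 uM beta-hydroxybutyryl-CoA; kinetic fluorescence 360/450 nm, 4 min. Tris-HCl pH 9.0, 0.01% Tween-20.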
CRE-bla Fsk = alters forskolin-stimulated CRE reporter signaling in CHO cells | actives 2.5% (n = 71,000) | CHO CRE-bla reporter (cAMP response element driving beta-lactamase), forskolin EC10, beta-lactamase ratio | Potency, µM (series often up to 38.2 µM), for inactives: top-dose activity change, negative = inhibition, hits mostly activators; active = well fitted activation curve with a large enough effect in the signal ratio, with a control signal flat, not every such curve was filed as active; inconclusive = small, poorly fitted or top-dose-only effect, or effect the other way, or a change in a side signal; the % refers to the signal ratio; note: potency is the fitted concentration of half-maximal effect; % of control where 0% means no effect
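AC50 values, positive or negative, reflect shifts in EC10 NKH 477-induced CRE-bla reporter activity in CHO cells. Incubation lasted 3 h at 37 °C before CCF4 substrate (2 h, room temperature) and ratiometric 460/530 nm reading.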
Ub-GFP proteasome = ubiquitin-GFP accumulation via proteasome inhibition. Potency, µM (series often up to 45.9 µM), for inactives: at the highest dose activation (GFP accumulation), usual class: activators. Ubiquitin-GFP reporter cells, proteasome inhibition, GFP fluorescence; response scale: untreated = 0%, 10 µM MG-132 = 100%. 67,000 tested, under 10 active; active = well fitted activation curve with a large enough effect, not every such curve was filed as active; inconclusive = small, poorly fitted or top-dose-only effect, or another doubt; inactive = no such curve, though single readings can be large or run the other way; note: potency is the fitted concentration of half-maximal effect
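Proteasome block read as GFP accumulation: ubiquitin(G76V)-GFP U2OS cells exposed to compound (2.9 nM–46 uM) for 4 hr at 37 C. Normalization used untreated cells as 0% and 10 uM MG-132 as 100%; concentration-response curves fitted.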
Hsp90 Hop PPI = changes Hsp90-Hop TPR2A binding signal, up or down; AlphaScreen TPR2A-His6 binding biotin-Hsp90 C-terminal peptide; Potency, µM (top dose mostly 57 µM), inactives show at the top dose activity change, negative = inhibition; actives 0.44% (n = 71,000); active = well fitted curve in either direction with a large enough effect; inconclusive = small, poorly fitted or top-dose-only effect, or another doubt; note: potency is the fitted concentration of half-maximal effect; % is set by controls: 0 for no effect and ±100 for the full control effect; many of its hits are not listed in these tables
BRCT PPI green = inhibitors of human BRCA1 BRCT-phosphoprotein interaction (green fluorophore); actives 0.05% (n = 75,000); Potency, µM (top dose mostly 76.9 µM), for the others: at the top dose activity change, negative = inhibition, hits mostly inhibitors; AID 875; BRCA1 BRCT-phosphopeptide binding, green fluorescence polarization; P38398;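 note: potency is the fitted concentration of half-maximal effect; plate controls were peptide without protein for full effect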
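Compounds were incubated for 12 min at room temperature with a complex of 100 nM fluorescein-tagged pBACH1 decapeptide and 250 nM His-tagged BRCT protein. Buffer was phosphate pH 7.3 with EDTA, DTT and Tween 20. Disruption of binding lowers the polarization signal.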
BRCT inh red = inhibitors of human BRCA1 BRCT-phosphoprotein interaction (red fluorophore) | P38398 | BRCT-phosphopeptide binding, red fluorescence polarization | Potency, µM (highest dose often 76.9 µM), without a hit: at the top dose activity change, negative = inhibition, hits mostly inhibitors | actives 0.03% (n = 75,000) | AID 892; note: % is set by controls: 0 for no effect and ±100 for the full control effect
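Rhodamine-labelled pBACH1 10-mer (100 nM) bound to BRCT domain (100 nM) at pH 7.3; compounds incubated 12 min room temperature, polarization read. Free peptide defines full inhibition; unlabelled decapeptide titrated as control.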
USP2a inh = inhibitors of human ubiquitin-specific protease USP2a. O75604. USP2a enzymatic assay, qHTS inhibition. Potency, µM (top dose mostly 38.3 µM), for the others: at the top dose activity change, negative = inhibition, actives largely listed as inhibitors. actives 0.1% (n = 60,000). AID 927;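 note: potency is the fitted concentration of half-maximal effect; nearly all actives have a fitted effect of over 60% in size; plate controls were DMSO for no effect and NEM full inhibition control for full effect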
Target sequence (O75604 whole entry, looked up): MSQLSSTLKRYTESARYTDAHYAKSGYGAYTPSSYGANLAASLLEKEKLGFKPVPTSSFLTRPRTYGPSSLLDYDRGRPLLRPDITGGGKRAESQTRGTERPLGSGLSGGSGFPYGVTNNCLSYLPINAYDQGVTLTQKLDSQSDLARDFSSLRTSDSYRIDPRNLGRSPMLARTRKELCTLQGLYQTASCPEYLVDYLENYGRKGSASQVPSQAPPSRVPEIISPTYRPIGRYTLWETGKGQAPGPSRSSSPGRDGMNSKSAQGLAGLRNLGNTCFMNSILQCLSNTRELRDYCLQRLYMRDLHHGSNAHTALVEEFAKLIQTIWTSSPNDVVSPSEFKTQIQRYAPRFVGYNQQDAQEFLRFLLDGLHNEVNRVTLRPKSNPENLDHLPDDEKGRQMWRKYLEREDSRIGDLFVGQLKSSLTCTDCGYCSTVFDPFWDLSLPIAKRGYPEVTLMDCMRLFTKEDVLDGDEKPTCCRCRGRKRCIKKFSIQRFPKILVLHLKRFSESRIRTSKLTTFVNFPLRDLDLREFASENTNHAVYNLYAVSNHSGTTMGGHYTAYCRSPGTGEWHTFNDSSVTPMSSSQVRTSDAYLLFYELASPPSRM
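Coupled readout: USP2-cleaved Ub-PLA2 (20nM final) turns over NBD C6-HPC (20uM final), Ex 460nm/Em 535nm after 2.5 h, time-zero read flagging artifacts. Enzyme (20nM final, pH 8.0 Tris) given 30 min RT with compound first; NEM defines full inhibition.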
Numbers without * were called inactive; ? = inconclusive; / = no result given; & = joins results of further samples; [ ] = another dose, or the depositor's remark. Unless noted, calls come from the whole dose curve; as a rule, active = well fitted curve in the direction sought with a large enough effect; inconclusive = small, poorly fitted or top-dose-only effect, or another doubt; inactive = no such curve, though single readings can be large; an effect the other way counts as inactive or inconclusive. The list is partial; rates above refer to the full screens.

SMILES	ALOX15 inhib	Pol III holo inh	Epigenetic mod	HBB splice mod	HADH2 inh	CRE-bla Fsk	Ub-GFP proteasome	Hsp90 Hop PPI	BRCT PPI green	BRCT inh red	USP2a inh
O=C(CSc1nnc(-c2cccc(S(=O)(=O)N3CCCCC3)c2)o1)c1ccc[nH]1	-16%	-5%	0%	-3.1%	-25%	?	0%	-6%	4.5%	0.2%	41%[activator]
O=C(Nc1c(-c2ccccc2)nc2c(Br)cc(Br)cn12)c1ccco1	-12%	-2%	0%	0.7%[57.5 µM]	9%	?	-4%	-2%	-1.5%	-2.0%	-21%
CC(NC(=O)c1ccco1)C(=O)Nc1nc(-c2ccccn2)cs1 (configuration not stated)	58%[activator]	-8%	0%	0.1%[57.5 µM]	?	-8%	3%	10µM*	1.7%	-1.5%	8%
O=C(c1cc2n(n1)C(C(F)(F)F)CC(c1ccc(Cl)cc1)N2)N1CCCC1 (configuration not stated)	-3%	3%	0%	-1.8%	-5%	-5%	7%	-2%	-2.1%	0.6%	8%
CC(=O)N1CC=CC1(C)C(=O)O (configuration not stated)	5%	-2%	/	-0.9%	-2%	-3%	/	-2%	0.4%	0.9%	/
CCCCSc1cc(C)nc2ncnn12	3%	-5%	-2%	-0.4%	6%	11%	16%	-2%	-0.7%	-0.3%	3%
Cc1nn(C(C)(C)C)c(OC(=O)c2cccs2)c1S(=O)(=O)c1ccccc1	-7%	0%	0%	-0.5%	-1%	14%	5%	-6%	-0.4%	0.7%	2%
CNC(=O)Oc1ccc2c(c1)[C@@]1(C)CCN(C)[C@@H]1N2C	-3%[25.6 µM]	-3%	0%	1.4%[20.6 µM]	-10%	?	3%	0%	-1.6%	0.9%	17%[17.1 µM]
CCOC(=O)C(C(=O)OCC)[C@@H]1CS(=O)(=O)C[C@H]1C(C(=O)OCC)C(=O)OCC	10%	-5%	-2%	3.7%[0.369 µM]	7%	7%	/	-4%	-1.1%	1.9%	5%
Cc1ccc2[nH]c(C(=O)O)c(NC(=O)CN3CCN(c4cccc(C)c4C)CC3)c2c1	1%	-10%	3%	0.0%	-7%	-8%	0%	-5%	1.9%	0.3%	3%
CCn1cnc2c1c(=O)n(CC(=O)Nc1cc(C)on1)c(=O)n2Cc1ccccc1	-2%	-5%	8%	0.1%[57.5 µM]	24%	1%	-3%	?	0.1%	-0.5%	14%
N#CCCn1c(=O)c(CCc2ccccc2)nc2cnc(Oc3ccccc3)nc21	-7%	-4%	5%[9.22 µM]	0.0%	-4%	?	1%	-3%	-1.1%	0.0%	61%[activator]
CCN(CC)CCCNc1oc(-c2cccc(Cl)c2)nc1C#N	8%	-1%	0%	-2.4%[0.369 µM]	25µM*	3%	-2%	-9%	-1.3%	0.6%	4%
CCOC(=O)c1c(NC(=O)CSc2nnc(-c3cccnc3)n2Cc2ccco2)sc(C)c1C	-13%	-5%	4%	-0.2%[57.5 µM]	?	4µM*	2%	-14%	3.8%	-0.8%	17%
O=C1C2C(C(=O)N1Cc1cccnc1)C1C=CC2C12CC2 (configuration not stated)	-1%	-4%	2%	-1.5%	7%	21%	2%	-3%	-1.8%	-1.6%	5%
O=C(CCN1CCOCC1)Nc1ccc2c(c1)CCC2	25µM*	3%	8%	0.9%	9%	?	20%	-4%	-0.4%	0.6%	2%
O=C(NCc1ccc2c(c1)OCO2)C1CCC(CNc2c(N3CCCC3)c(=O)c2=O)CC1 (configuration not stated)	-19%	-2%	-3%	-0.2%	-14%	-9%	3%	-3%	-4.3%	-1.2%	/
COc1cccc(-c2cncnc2Nc2ccccc2)c1	-12%	-8%	0%[9.22 µM]	-0.9%	?	1%	3%	0%	-0.8%	-0.2%	8%
Cc1ccc(S(=O)(=O)CCc2nnc(NC(=O)c3ccccn3)s2)cc1	48%[activator]	-1%	0%	1.6%	6%	4%	-2%	6.3µM*	0.9%	-0.5%	12%
c1csc(CSc2nc3ccccc3s2)c1	-7%	2%	0%	-0.4%[57.5 µM]	25µM*	-4%	-2%	?	-0.4%	0.7%	-6%
COc1cccc(Nc2cc(C)nc3ccccc23)c1	2%	-4%	-1%	/	3%	3%	2%	-4%	2.1%	0.9%	5%
COc1ccc(OC)c(NC(=O)CN(c2ccc(C(C)C)cc2)S(=O)(=O)c2c(C)noc2C)c1	-4%	-5%	-2%	-0.7%	-5%	?	1%	-1%	-0.5%	-0.9%	/
COc1ccc(N2CCN(C(=O)CSc3ncnc4c3cnn4-c3ccc(OC)cc3)CC2)cc1	6%	-8%	1%	0.2%[57.5 µM]	-4%	-3%	-4%	-1%	-1.4%	0.6%	/
COc1ccc(CC(=O)Nc2cccc(C(=O)O)c2C)cc1	4%	-1%	-6%	-0.1%	3%	-9%	-3%	0%	-2.9%	-1.1%	-6%
CN1CCN(CCCNC(=O)c2ccc3c(c2)N(Cc2ccccc2)CCS3)CC1	-3%	-2%	0%	-0.6%	?	-11%	-6%	-13%	-1.1%	-0.5%	/
CCN1CCN(c2nc3sc4c(c3c3ncnn23)CC(C)CC4)CC1 (configuration not stated)	0%	-8%	-2%	0.4%[0.369 µM]	14%	?	/	-6%	-0.3%	-2.2%	44%[activator]
CCOc1ccccc1Oc1c(C)oc2c(CN3CCN(CCO)CC3)c(O)ccc2c1=O	16%	1%	0%	2.0%[0.369 µM]	173%[activator]	3%	4%	-4%	-3.2%	-1.0%	1%
O=C(Nc1ccccc1)N1CCC2(CC1)CCN(C(=O)c1cccc(F)c1)CC2	5%	-9%	12%[9.22 µM]	1.7%	9%	-12%	-2%	-6%	0.1%	-1.8%	42%[activator]
NC(=O)c1sc2nc(N3CCCCC3)c3c(c2c1N)CCCC3	-25%[11.4 µM]	0%[11.4 µM]	0%	0.0%[0.0738 µM]	?	1.3µM*	0%[9.17 µM]	1%[11 µM]	-5.8%	-0.1%	?
Cc1sc(C(=O)NCc2cccnc2)c2nc(C)n(CC(=O)NCc3cccnc3)c(=O)c12	5%	-8%	0%	4.0%[0.369 µM]	3%	-3%	/	-5%	8.1%	-1.8%	1%
CCCN(CCC)CCCNS(=O)(=O)c1ccc2c(c1)oc(=O)n2C	-2%	3%	-3%	-0.2%	12%	13%	1%	1%	1.3%	0.8%	-14%
CCC(C)(C)n1nnnc1C(c1ccc(Cl)cc1)N1CCN(C)CC1 (configuration not stated)	-13%	15%	0%	0.0%[57.5 µM]	13%	-4%	0%	0%	-0.1%	-0.1%	/
COc1ccccc1NC(=O)c1cc2ccc(O)cc2o/c1=N\O	-19%	-5%	0%	-3.4%	?	10µM*	3%	-14%	-2.9%	-2.8%	8%
CNCC[C@H](Oc1ccccc1OC)c1ccccc1	-28%[25.6 µM]	-2%	0%	1.4%[20.6 µM]	2%	?	1%	-3%	-1.1%	-2.0%	-5%[17.1 µM]
COc1ccc(/C=C/NC(=O)Cc2ccc(OC)c(OC)c2)cc1	-4%&4%[11.4 µM]	/	/	0.4%&1.5%[9.22 µM]	15%&-6%[11.4 µM]	/	/	/	-0.2%&0.3%[15.4 µM]	0.9%&-0.1%[15.4 µM]	/
Cc1c(Cl)cccc1-n1ccnc1SCC(=O)O	10%	-6%	-1%	-5.9%	8%	?	-1%	0%	0.5%	0.3%	-5%
COCCn1c(=O)c(C)nc2cnc(Nc3cccc(OC)c3)nc21	-9%	-6%	-3%[9.22 µM]	1.5%	2%	13µM*	1%	1%	-2.1%	1.7%	46%[activator]
COc1ccc(-c2noc(-c3ccccc3-c3ccccc3)n2)cc1OC	-7%	-9%	-2%	0.0%	5%	7.9µM*	-1%	?	0.2%	-1.8%	-29%

High-throughput results (PubChem BioAssay)
